Bioassay records deposited in PubChem by National Center for Advancing Translational Sciences (NCATS).
KAT2A inh: inhibitors of human GCN5L2 histone acetyltransferase. Potency, µM (highest dose often 58.9 µM), without a hit: at the highest dose activity change, negative = inhibition, usual class: inhibitors. GCN5L2 HAT assay, ThioGlo1 CoA-SH fluorescence. hit rate 0.21% among 390,000
Target sequence (Q92830 whole entry, looked up): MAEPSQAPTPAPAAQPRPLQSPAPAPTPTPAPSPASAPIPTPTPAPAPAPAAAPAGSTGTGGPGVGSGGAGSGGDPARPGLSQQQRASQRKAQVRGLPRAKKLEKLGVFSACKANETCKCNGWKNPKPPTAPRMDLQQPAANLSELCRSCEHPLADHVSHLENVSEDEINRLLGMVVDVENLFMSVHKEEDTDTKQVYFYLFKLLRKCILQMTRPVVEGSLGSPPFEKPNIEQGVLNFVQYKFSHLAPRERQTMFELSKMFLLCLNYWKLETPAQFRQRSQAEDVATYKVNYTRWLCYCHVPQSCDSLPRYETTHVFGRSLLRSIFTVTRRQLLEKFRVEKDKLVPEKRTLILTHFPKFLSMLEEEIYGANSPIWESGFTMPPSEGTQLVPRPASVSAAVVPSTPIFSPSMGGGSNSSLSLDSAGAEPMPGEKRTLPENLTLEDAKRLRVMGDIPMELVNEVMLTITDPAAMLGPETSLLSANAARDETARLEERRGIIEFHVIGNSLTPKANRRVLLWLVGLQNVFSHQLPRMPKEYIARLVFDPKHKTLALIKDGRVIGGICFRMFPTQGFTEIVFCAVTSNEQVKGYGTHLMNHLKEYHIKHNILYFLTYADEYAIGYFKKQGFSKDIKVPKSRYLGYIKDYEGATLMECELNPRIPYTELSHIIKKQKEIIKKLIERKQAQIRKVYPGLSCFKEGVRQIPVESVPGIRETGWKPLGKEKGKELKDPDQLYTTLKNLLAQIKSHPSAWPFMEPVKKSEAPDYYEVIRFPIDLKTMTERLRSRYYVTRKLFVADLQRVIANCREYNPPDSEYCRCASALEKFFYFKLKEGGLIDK
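Fluorescence readout, Ex340nm/Em540nm: ThioGlo1 (50uM final) reacts with free CoA thiol released as 20nM GCN5L2 acetylates H3(1-25) peptide (75uM) using acetyl-CoA (70uM). Compound and enzyme sat 15 min beforehand; 20 min room-temperature reaction.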
TDP1 cell noCPT: qHTS for Inhibitors of human tyrosyl-DNA phosphodiesterase 1 (TDP1): qHTS in cells in absence of CPT. hit rate 15% among 420,000. Potency, µM (titrated, usually from 46.2 µM), for the others: at the top dose activity change, negative = growth inhibition, hits mostly inhibitors. AID 686978, 2013. DT40 Tdp1-/- hTDP1 cells, no CPT, ATP luminescence, 48 h; also: nearly all actives have a fitted effect of over 55% in size
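Seeded 400 DT40-hTDP1 cells/well (vehicle DMSO, no 20 nM CPT); pinned compounds; ≥48 hr at 37 °C; CellTiter-Glo luminescence as viability measure.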
DT40 TDP1 CPT: growth inhibition of DT40 Tdp1-/-;hTDP1 cells with camptothecin (screen for TDP1 inhibitors); chicken DT40 Tdp1-/-;hTDP1 cells + 20 nM CPT, ATP luminescence, 48 h; hit rate 12% among 420,000; AID 686979; Potency, µM (series often up to 46.2 µM), without a hit: at the highest dose activity change, negative = growth inhibition, actives largely listed as inhibitors; also: nearly all actives have a fitted effect of over 55% in size
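Chicken DT40 Tdp1-/- cells stably complemented with human TDP1 were seeded at 400 cells/well in medium containing 20 nM camptothecin, exposed to pin-transferred compounds, and grown at 37 °C for at least 48 hr. Viability was read as ATP luminescence.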
* hit, by the source's call; ? = inconclusive; . = no result given; & = joins results of further samples; [ ] = remark or other dose. Calls follow the shape of the dose curve; as a rule, active = well fitted curve in the direction sought with a large enough effect; inconclusive = small, poorly fitted or top-dose-only effect, or another doubt; inactive = no such curve, though single readings can be large; an effect the other way counts as inactive or inconclusive. % is scaled to controls: 0 for no effect and ±100 for the full control effect; potency is read from the fitted curve at half-maximal effect. The list is partial. The share of hits here may be higher or lower than overall.

SMILES	KAT2A inh	TDP1 cell noCPT	DT40 TDP1 CPT
Cc1nn(C)cc1/C=N/NC(=O)Cn1nccc1C	-1%	1%	3%
O=S(=O)(NCc1csc(-c2ccccc2)n1)c1ccccc1	4%	-20%	2%
Cn1nc(C2CC2)cc1NC(=O)C1(C)CCN1C(=O)Cc1ccc(-c2ccccc2)cc1 (centres undefined)	.	21µM*	21µM*
CC(O)CNCCCOc1cccc(C(F)(F)F)c1 (centres undefined)	-2%	9%	2%
COc1ccc(C(=O)c2ccc(N(C)C)cc2)c2ccccc12	-7%	1.5µM*	1µM*
COc1cc(C(=O)N2CCN(Cc3ccc4c(c3)OCO4)CC2)c([N+](=O)[O-])cc1OC	-2%	8%	-9%
Cc1cc(NC(=O)C(C)SCC(=O)Nc2cc(C(F)(F)F)ccc2N2CCOCC2)no1 (centres undefined)	-1%	?	10%
COc1ccc(S(=O)(=O)NCC2CCCO2)cc1NC(=O)c1ccccc1F (centres undefined)	-3%	-4%	0%
Cc1ccc(C(=O)Nc2ccc(C(=O)O)cc2)cc1S(=O)(=O)N1CCC(C)CC1	12%	7%	-5%
COc1ccc(-c2cc(C(=O)OCC(=O)c3cccc([N+](=O)[O-])c3)c3cc(C)ccc3n2)cc1	3%	-6%	15%
O=C(NCCc1ccccc1)c1ccc(Cn2c(SCc3cccc(F)c3)nc3cccnc32)cc1	-1%	15µM*	7.3µM*
Nc1ccc2cc3[nH]c4cc(N)ccc4c3nc2c1	.	2.3µM*	2.9µM*
COc1ccc(C2Nc3ccccc3C(=O)N2c2ccccc2)cc1Cn1cc([N+](=O)[O-])cn1 (centres undefined)	15%	?	?
C#CCNC(=O)C1=C[C@@H](c2coc3ccccc3c2=O)C[C@@H](OCc2ccc(CO)cc2)O1	-5%	-23%	?
CN1CCN(c2cc(N3CCc4ccccc4C3)c(F)cc2[N+](=O)[O-])CC1	-2%	21µM*	16µM*
C/C(=C\c1ccccc1)CN1CCN(c2ccccc2)CC1	1%	-10%	-26%
Cc1ccc(S(=O)(=O)Nc2cccc(-c3ccc(N4CCCCCC4)nn3)c2)c(C)c1	-21%	?	?
O=C(c1cccc(F)c1)N1CCC2(CC1)CN(c1ncccn1)C2	-13%	-17%	?
Cc1ccc(C(=O)Nc2ccc(Br)cc2)cc1S(=O)(=O)NCc1ccccc1	-6%	?	?
O=C(CSc1nnc(CN2CCCCC2)n1-c1ccccc1)c1ccc2c(c1)OCO2	-4%	21µM*	?
CC1CCCN(C(=O)CSc2nnc(-c3ccc(S(=O)(=O)N4CCOCC4)cc3)n2C)C1 (centres undefined)	-6%	-20%	-24%
Cc1cc(C)c2nc(N3CCCC(C(=O)N4CCN(c5ncccn5)CC4)C3)sc2c1 (centres undefined)	-7%	?	?
CCCC(C(=O)NC1CCCC1)N(C(=O)c1snc(C(N)=O)c1N)c1ccc(F)cc1 (centres undefined)	-10%	-26%	-10%
Cc1ccc(S(=O)(=O)c2ccc([N+](=O)[O-])o2)cc1	.	0.18µM*	0.033µM*
COC(=O)CN(C)C(=O)c1ccc(OC2CCN(S(=O)(=O)N(C)C)CC2)cc1	1%	-2%	-1%
CCOC(=O)CNC(=O)c1ccccc1	0%	-23%	?
Cc1ccc(S(=O)(=O)CCc2nc3ccccc3n2CCC#N)cc1	-1%	?	?
CC(=O)Nc1nc2n(n1)C(c1ccc(F)cc1)C=C(c1ccc(Cl)cc1)N2 (centres undefined)	-11%	?	?
Cc1ccc(NS(=O)(=O)c2ccc(NC(=O)C3CC3)cc2)c(C)c1	-14%	?	?
Fc1ccc(-n2c(Cc3ccccc3)nnc2SCc2nc(-c3ccc(Cl)cc3)no2)cc1	-1%[0.501 µM]	?	13µM*
O=C(NCCc1ccccn1)C1CC(=O)N(Cc2ccccc2Cl)C1 (centres undefined)	-6%	0%	-6%
O=C(CC1SC(=Nc2ccccc2)N(CCc2c[nH]c3ccccc23)C1=O)Nc1ccccc1F (centres undefined)	-9%	?	?
CCC(C)(C)NC(=O)CN(C(=O)c1snc(C(N)=O)c1N)c1ccc2c(c1)OCO2	-2%	-2%	-16%
CC(C)CCNC(=O)C(CC(C)C)N(Cc1ccc2c(c1)OCO2)C(=O)c1snc(C(N)=O)c1N (centres undefined)	-6%	?	-20%
O=C(NCc1ccc(F)cc1)c1noc2c1CCCC2	-3%	?	-22%
CCN(CC)S(=O)(=O)c1ccc(S(=O)(=O)NCc2cccs2)cc1	-8%	?	1%
Cc1ccc(-c2c3c(=O)n(C)c(=O)n(C)c3c3cnc4ccccc4n23)cc1	19%	-14%	-14%
O=C(C1CCCCC1)N(Cc1cccnc1)c1nc2c(F)cc(F)cc2s1	3%	15µM*	21µM*
O=C(CCN1CCN(c2ccccc2)CC1)Nc1nccs1	-3%	-14%	-22%
CCOC(=O)c1c(C)nc2sccn12	-1%	-14%	?
CC(C)(C)C1CCc2sc(-c3nnc(CCl)o3)cc2C1 (centres undefined)	-3%	?	?
Cc1cc(NC(=O)c2ccc(Cl)cc2)no1	2%	-19%	-1%
COc1cc(OC)c(C(=O)OCC(=O)c2cc(C)n(CC3CCCO3)c2C)cc1OC (centres undefined)	2%	?	-10%
CCCCC[C@H](O)/C=C/[C@@H]1[C@@H](C/C=C\CCCC(=O)O)[C@@H](O)C[C@H]1O	-14%&-2%	1%	2%
O=c1[nH]c(/C=C\c2cccc(Cl)c2)nc(O)c1[N+](=O)[O-]	-11%	-23%	3%
Cc1ccccc1CC(=O)N1CCCC(CCC(=O)N2CCN(c3ccccn3)CC2)C1 (centres undefined)	-10%	-26%	?
COc1ccc(Br)cc1CN1CCCCCCC1	-3%	-13%	-8%
O=C(CNc1ccccc1)N/N=C/c1ccc([N+](=O)[O-])cc1	-8%	-4%	-16%
CCOC(=O)[C@@H]1[C@H]2COc3cc(OC)ccc3[C@@H]2N2C(=O)N(c3ccc(C)cc3)C(=O)[C@@]12C	0%	-21%	-19%
CCOc1ccc(-c2cc(C(=O)N3CCN(C)CC3)c3ccccc3n2)cc1	-13%	?	?
O=C(CSc1ccccn1)N1CCCC(Nc2ccccc2)C1 (centres undefined)	-8%	19%	-1%
Nc1ccc[n+](CC(=O)c2ccccc2)c1	-1%	-8%	9%
CCc1ccc2[nH]c(=O)c(CN(Cc3cccnc3)Cc3nnnn3Cc3ccccc3)cc2c1	.	20µM*	11µM*
COCCCNC(=O)N1[C@H](c2cccs2)[C@@H](C)C(=O)[C@@H](C)[C@@H]1c1cccs1	-1%	-25%	?
Cc1noc(C)c1C(=O)N1CCC2(CCN(Cc3ccccc3)CC2)CC1	1%	14%	8%
FC(F)(F)c1ccc(C2[C@H]3CN(Cc4cccnc4)[C@H](c4ccccc4)C34CC2(c2ccccc2)C4)cc1 (some centres undefined)	-17%	?	18µM*
CCn1ccnc1CN(C)C(=O)c1cc(COc2ccc(Cl)cc2OC)on1	-3%	-27%	-25%
Cn1c(=O)[nH]c(=O)c2c1nc(N1CCNCC1)n2CCOc1ccccc1	.	?	?
O=C(CCNS(=O)(=O)c1ccc(Br)cc1)NC1CCCCC1	?	-20%	-6%
CCOc1cc2[nH]c(=O)n(CCC(=O)N3CCN(c4ccccc4)CC3)c(=O)c2cc1OCC	-1%	-28%	-25%

An excerpt from above in order of SMILES length, ascending:
SMILES	KAT2A inh	TDP1 cell noCPT	DT40 TDP1 CPT
COc1ccc(Br)cc1CN1CCCCCCC1	-3%	-13%	-8%
Nc1ccc[n+](CC(=O)c2ccccc2)c1	-1%	-8%	9%
O=C(CSc1ccccn1)N1CCCC(Nc2ccccc2)C1 (centres undefined)	-8%	19%	-1%
O=C(CCNS(=O)(=O)c1ccc(Br)cc1)NC1CCCCC1	?	-20%	-6%
O=C(CNc1ccccc1)N/N=C/c1ccc([N+](=O)[O-])cc1	-8%	-4%	-16%
Cc1noc(C)c1C(=O)N1CCC2(CCN(Cc3ccccc3)CC2)CC1	1%	14%	8%
CCOc1ccc(-c2cc(C(=O)N3CCN(C)CC3)c3ccccc3n2)cc1	-13%	?	?
O=c1[nH]c(/C=C\c2cccc(Cl)c2)nc(O)c1[N+](=O)[O-]	-11%	-23%	3%
Cc1ccccc1CC(=O)N1CCCC(CCC(=O)N2CCN(c3ccccn3)CC2)C1 (centres undefined)	-10%	-26%	?
COc1cc(OC)c(C(=O)OCC(=O)c2cc(C)n(CC3CCCO3)c2C)cc1OC (centres undefined)	2%	?	-10%
CCc1ccc2[nH]c(=O)c(CN(Cc3cccnc3)Cc3nnnn3Cc3ccccc3)cc2c1	.	20µM*	11µM*
CCOc1cc2[nH]c(=O)n(CCC(=O)N3CCN(c4ccccc4)CC3)c(=O)c2cc1OCC	-1%	-28%	-25%
COCCCNC(=O)N1[C@H](c2cccs2)[C@@H](C)C(=O)[C@@H](C)[C@@H]1c1cccs1	-1%	-25%	?
CCCCC[C@H](O)/C=C/[C@@H]1[C@@H](C/C=C\CCCC(=O)O)[C@@H](O)C[C@H]1O	-14%&-2%	1%	2%
FC(F)(F)c1ccc(C2[C@H]3CN(Cc4cccnc4)[C@H](c4ccccc4)C34CC2(c2ccccc2)C4)cc1 (some centres undefined)	-17%	?	18µM*
CCOC(=O)[C@@H]1[C@H]2COc3cc(OC)ccc3[C@@H]2N2C(=O)N(c3ccc(C)cc3)C(=O)[C@@]12C	0%	-21%	-19%

(more compounds)
SMILES	KAT2A inh	TDP1 cell noCPT	DT40 TDP1 CPT
Cc1cc(C(=O)N/N=C/c2ccc(-c3ccc([N+](=O)[O-])cc3Cl)o2)n[nH]1	-18%	-29%	-16%
O=C(NCCN1CCOCC1)c1c[nH]c2ccc(S(=O)(=O)N3CCOCC3)cc2c1=O	-5%	3%	2%
CC(Sc1ccc(Cl)cc1)C(=O)Nc1ccccc1C(=O)N1CCOCC1 (centres undefined)	-2%	6%	15%
COc1ccc2[nH]cc(CCNc3ncnc4ccc(-c5c(C)noc5C)cc34)c2c1	-15%	?	?
Cn1cc(/C=C(\NC(=O)c2ccccc2)C(=O)NCCCN2CCOCC2)c2ccccc21	-18%	22%	-3%
CC1CCCN(S(=O)(=O)c2ccc(-c3ccc(=O)[nH]n3)o2)C1 (centres undefined)	-10%	-8%	-6%
Cc1cccc(OCc2nnc(SC(C)C(=O)O)n2Cc2ccccc2)c1 (centres undefined)	-3%	2%	13%
CSCCC(C(=O)NC1CCCC1)n1c(-c2ccncc2)nc2ccccc21 (centres undefined)	.	4%	?
CC(C)(c1ccccc1)c1ccc(OCCCN2CCNCC2)cc1	1%	7.3µM*	5.8µM*
Cc1ccc(C)c(NC(=O)C2CCCC2)c1	.	-3%	5%
CCOC(=O)CNC(=S)N(Cc1ccc(C)cc1)Cc1ccc(C)o1	-1%	?	?
CCOc1cc(CNc2cccc3[nH]c(C)nc23)ccc1OC	1%	?	?
COc1ccc(/C=N/NC(=O)c2nc(Cl)c(Cl)c(N)c2Cl)cc1COc1ccccc1F	-12%	?	23µM*
CCCc1ccc(C(=O)NNc2cc(Cl)ccc2Cl)cc1	-4%	23µM*	?
COc1ccc(N2C(=O)CC(N3CCN(c4ccc(S(=O)(=O)N5CCCC5)cc4)CC3)C2=O)cc1 (centres undefined)	-2%	11%	5%
O=C(COC(=O)CNC(=O)c1ccco1)Nc1ncc(Cl)cc1Cl	0%	4%	-5%
COC(=O)[C@]12CCCCC=C1N(CCc1ccc(OC)c(OC)c1)C(=O)[C@H](CC(=O)N1CCOCC1)C2	.	2%	7%
CCN(CC(=O)NCc1ccc(Cl)cc1)C(=O)CSCC(=O)Nc1ccc(OC)cc1	-6%	-12%	-12%
COc1ccc(C(CCN2CCCC2)c2c(O)cc(OC)cc2OC)cc1 (centres undefined)	-1%	?	18µM*
CCCCn1c(SCC(=O)c2ccc(OCC)cc2)nc2cc(S(N)(=O)=O)ccc21	-8%	?	?
COc1ccc(Br)c(C(=O)Nc2ccc(F)cc2)c1	-2%	-5%	-7%
CCc1sc(C(=O)Nc2nccs2)cc1C	-15%	?	?
CN(CCO)CC(O)CN(c1ccccc1)c1ccccc1 (centres undefined)	-3%	4%	-7%
COc1ccc(-c2cc3nc(-c4ccccc4)cc(N4CCCC(O)C4)n3n2)cc1 (centres undefined)	-5%	12µM*	16µM*
Cc1ccc(CNC(=O)C2CCCN(Cc3cnn(-c4ccccc4)c3-n3cccc3)C2)cc1 (centres undefined)	-9%	21µM*	21µM*
CCc1nc(OCC(=O)c2ccccc2)c(C#N)c2c1COC(C)(C)C2	-12%	18µM*	?
CCOc1ccccc1-n1c(SCC(=O)Nc2ccc(CC)cc2)nc2n[nH]c(C)c2c1=N	-2%	13µM*	12µM*
